# High-throughput results: PubChem, several laboratories
# Furin inhibitor = blocks human furin protease activity | actives 0.061% (n = 220,000) | AID 463115 | purified furin, fluorogenic substrate cleavage | P09958 | inhibition, % at 30 µM; in the data active means inhibition above about 25%; further: inactives centre near -15
# p97 ATPase inh = inhibitors of human p97 ATPase | recombinant p97 ATPase, Kinase-Glo ATP luminescence, 3 h | inhibition, % at 8 µM | actives 0.42% (n = 220,000); in the data active means inhibition above about 15%;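 further: 0% = DMSO vehicle and 100% = wells lacking enzyme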
# RBBP9 inhibitor = inhibitors of human serine hydrolase RBBP9; recombinant RBBP9, FP-Rh probe fluorescence polarization; inhibition, % at 7.94 µM; actives 0.2% (n = 220,000);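 active means inhibition above the campaign mean of all tested compounds plus 3 SD, cut at about 14% in these data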;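 further: plate controls were DMSO wells with RBBP9 for no effect and wells lacking RBBP9 protein for full effect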
# Target sequence (O75884 whole entry, looked up): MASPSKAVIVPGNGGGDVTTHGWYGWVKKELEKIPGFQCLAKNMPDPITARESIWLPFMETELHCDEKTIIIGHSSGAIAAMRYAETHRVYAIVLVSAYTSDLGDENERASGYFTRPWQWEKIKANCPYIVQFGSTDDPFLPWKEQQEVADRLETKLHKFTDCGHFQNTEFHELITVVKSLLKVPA
#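 Test system: recombinant human RBBP9. Quantity: 2.5 µM RBBP9 dispensing solution, before mixing. Detection: FP readout at 525/598 nm. Reagent: Serine-hydrolase probe FP-Rh, 375 nM pre-mixing. Measure: % inhibition. Control set: DMSO-treated enzyme wells and wells lacking RBBP9. Buffer or medium: Tris-NaCl-Pluronic buffer, pH 8.0. Times: preincubation 30 min plus labeling 45 min at 25 °C.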
# PPC-1+TRAIL kill = PPC-1 cancer cell killing with TRAIL present. PPC-1 cells + TRAIL, ATPLite viability luminescence. actives 0.41% (n = 220,000). AID 1443. cell killing (% activity), % at 4 µM;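 active means cell killing above 50% in the first pass at 4 µM, then a duplicate retest at 5 µM averaging 50% or more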;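 further: plate controls were cells with TRAIL plus DMSO for no effect and medium-only wells lacking cells for full effect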
# Tb hexokinase = blocks Trypanosoma brucei hexokinase 1 activity; recombinant TbHK1, G6PDH-coupled NADH A340; AID 1430; actives 0.11% (n = 220,000); inhibition, % at 10 µM;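 active means inhibition of 50% or more in the single-dose primary screen; inactive means inhibition below 50%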
# Ba/F3 V617F tox = lowers viability of Ba/F3 cells expressing EpoR and JAK2V617F | ATP luminescence | inhibition, % at 5.6 µM | actives 1.1% (n = 220,000);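 active means inhibition above the campaign mean plus 3 SD over all tested compounds, cut at about 24% in these data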;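 further: cytokine-independent growth of Ba/F3 cells driven by EpoR plus mutant JAK2; 0% = DMSO-treated cells and 100% = JAK inhibitor I control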
# NCF1 inh = blocks human p47phox regulatory protein of NADPH oxidases; AID 1274; P14598; actives 0.53% (n = 220,000); inhibition, % at 24.7 µM; p47phox/p22phox peptide binding, fluorescence polarization, 2 h;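 active means inhibition above about 30%, limit read from the data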;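 further: 0% = p47phox with labelled peptide and 100% = labelled peptide alone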
# Target sequence (P14598 whole entry, looked up): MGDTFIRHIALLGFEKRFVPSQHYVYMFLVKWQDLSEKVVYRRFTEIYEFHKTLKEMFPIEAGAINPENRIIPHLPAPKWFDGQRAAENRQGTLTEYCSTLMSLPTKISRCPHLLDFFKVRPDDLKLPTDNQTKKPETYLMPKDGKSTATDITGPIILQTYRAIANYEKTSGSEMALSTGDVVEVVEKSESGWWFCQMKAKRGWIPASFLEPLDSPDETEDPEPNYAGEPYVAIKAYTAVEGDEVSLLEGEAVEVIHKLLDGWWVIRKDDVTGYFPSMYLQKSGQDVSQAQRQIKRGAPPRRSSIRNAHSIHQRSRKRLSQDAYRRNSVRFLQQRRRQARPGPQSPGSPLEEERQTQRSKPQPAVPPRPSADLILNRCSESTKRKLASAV
# BaF3 tox = counter-screen for JAK2V617F inhibitors: parental Ba/F3 viability inhibitors | inhibition, % at 5.6 µM | AID 1486 | CellTiter-Glo ATP luminescence | actives 1.1% (n = 220,000);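 active means inhibition above a per-campaign cutoff, the mean inhibition of all tested compounds plus 3 SD, cut at about 27% in these data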;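 further: 0% = DMSO wells and 100% = JAK Inhibitor I control wells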
# EP2 antag = inhibitors of human EP2 prostaglandin E2 receptor. C6 glioma cells expressing human EP2, cAMP TR-FRET; cells stimulated with saturating PGE2. inhibition, % at 25 µM. actives 0.52% (n = 260,000). P43116;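 active means percent inhibition above 40 after rounding to a whole number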;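 further: rat C6 glioma host cells with rolipram phosphodiesterase inhibitor present; the protocol text gives 20 µM as final concentration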
# Target sequence (P43116 whole entry, looked up): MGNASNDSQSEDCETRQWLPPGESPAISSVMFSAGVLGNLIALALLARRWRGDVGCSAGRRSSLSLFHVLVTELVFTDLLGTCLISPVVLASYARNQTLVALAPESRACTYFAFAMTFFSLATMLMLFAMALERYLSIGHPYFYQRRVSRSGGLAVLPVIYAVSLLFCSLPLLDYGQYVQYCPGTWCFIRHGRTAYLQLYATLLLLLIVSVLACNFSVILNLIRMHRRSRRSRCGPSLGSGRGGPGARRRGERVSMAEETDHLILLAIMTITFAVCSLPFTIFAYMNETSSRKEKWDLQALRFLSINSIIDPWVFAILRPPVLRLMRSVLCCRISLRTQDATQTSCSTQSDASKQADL
# The depositor's hits bear a star; / = no result given; & = joins results of further samples; [ ] = remark or other dose.
SMILES,Furin inhibitor,p97 ATPase inh,RBBP9 inhibitor,PPC-1+TRAIL kill,Tb hexokinase,Ba/F3 V617F tox,NCF1 inh,BaF3 tox,EP2 antag
C/C(=N\Nc1ccccc1)c1c(O)n(C)c(=O)n(C)c1=O,-16,8,-1,7,-9,-7,-5,3,6
CCCCC(CC)CNCC(O)c1ccccc1 (centres undefined),-3,-6,-13,-9,14,2,4,5,7
CCC(=NCCCN(CC)CC)c1c(O)n(C2CCCCC2)c(=O)[nH]c1=O,-14,-6,-7,37,2,3,-18,6,11
COc1ccccc1CCNC1C2CC3CC(C2)CC1C3 (centres undefined),-22,6,-9,13,21,2,-6,6,11
CC(C)N1CCN(Cc2ccc3c(c2)OCCO3)CC1CCO (centres undefined),-4,6,-7,-9[5 µM],3,-1,-3,5,11
CCOC(=O)N(c1ccccc1)P1(=S)OCC(C)O1 (centres undefined),9,0,-12,9,53*,-2,-6,0,4
O=C(c1ccc(N2CCCCC2)c([N+](=O)[O-])c1)N1CCC2(CC1)OCCO2,-10,-7,-7,11,-14,1,-6,4,8
Oc1ccc(/C=N/NP(=S)(c2ccccc2)c2ccccc2)c(O)c1O,-9[20 µM],1,-3,-5,6,3,-12,6,9
CN(C)C(=O)Oc1ccc([N+](=O)[O-])cc1,-13,1,-5,7,-3,0,-8,2,6
Nc1ccc2c(c1)Cc1ccccc1-2,-15,4,-6,8,-8,-4,-1,2,10
COc1ccc(C(=O)CC2C(=O)N(C)C(=O)N(C)C2=O)cc1,-16[20 µM],-1,-7,11,-5,0,1,4,3
CN1C(=O)CN=C(c2ccc(Cl)cc2)c2cc(Cl)ccc21,-15,7,5,0,3,-3,3,5,18
COc1ccccc1CCNC1CCC(C)CC1 (centres undefined),-10,4,-3,13,11,4,-6,4,12
CCCCCCC(N)CC(=O)O (centres undefined),19[20 µM],3,-5,-12,-1,-1,-9,2,9
Cn1c(O)c(C(=O)c2ccccc2)c(=O)n(C)c1=O,-16[20 µM],-3,-6,14,-5,-5,-1,1,8
COc1cc2c(cc1O)CC1c3c(cc(O)c(OC)c3-2)CCN1C (centres undefined),-23&-26,7&8,5&-4,-10&-15,-2&-9,1&1,-11&-11,1&-8,18&11
Cc1ccc(CN2CCN(CC(=O)N3CCC4(CC3)OCCO4)C2=O)cc1,-14[20 µM],-1,-3,-5,-5,-3,3,3,15
Cc1ccc(N2C(=O)NC(=O)/C(=C/c3ccc(OC(=O)c4cccs4)cc3)C2=O)cc1,-21,5,-10,8,-10,-1,5,1,3
CC(=O)NNC(=O)CN1C(=O)CN=C(c2ccccc2)c2cc(Br)ccc21,-3,4,14,-4,-3,-2,2,0,11
CCc1ccc(NC(=O)CN2CC(c3ccccc3)CC2=O)cc1 (centres undefined),-22,0,-8,25,-11,-1,-10,-3,7
O=c1[nH]c(=O)n(-c2cccc3ccccc23)c(O)c1/C=N/N1CCCCCC1,-10,-2,-3,-7,-16,-1,-9,1,10
Cc1cccc(N2C(=O)NC(=O)/C(=C\c3cnc(-c4ccccc4)nc3)C2=O)c1,-13,2,-6,17,-4,-1,-11,6,6
Cc1ccc(NC2=NCCCS2)c(C)c1C,-13,3,-2,7,-2,2,-8,3,3
Cc1c(C(=O)N2CCC3(CC2)OCCO3)sc2ncnc(N3CCc4ccccc4C3)c12,-9,2,-2,5,-5,-2,-4,0,4
Cc1ccc(N2C(=O)NC(=O)/C(=C/c3cnc(-c4ccccc4)nc3)C2=O)cc1C,-9,-3,-9,-14,-1,2,-1,8,9
O=C(c1ccc(CNS(=O)(=O)c2ccccc2)cc1)N1CCC2(CC1)OCCO2,-30,4,0,/,-1,-1,-11,1,/
Cc1cc(C)n2nc(SCC(=O)N3CCC4(CC3)OCCO4)nc2n1,-20,6,-5,-3,-5,-4,-5,-1,4
Cc1ccc(S(=O)(=O)Nc2cc(C(=O)N3CCC4(CC3)OCCO4)ccc2N2CCCCC2)cc1,-18,-7,-8,13,-4,-1,-14,5,11
Cc1ccc(S(=O)(=O)N2CCC(C(=O)N3CCC4(CC3)OCCO4)CC2)cc1,-26,2,-1,13,2,1,7,4,1
Cc1ccc(C(c2nnnn2Cc2ccccc2)N2CC=C(c3ccc(F)cc3)CC2)cc1 (centres undefined),6[20 µM],1,-4,-8,8,6,-5,9,16
O=P(Nc1ccccc1)(Nc1ccccc1)Oc1cccc(Cl)c1,-15[20 µM],-3,-7,24,4,6,-3,7,7
CC(=O)Nc1cc(C(=O)N2CCC3(CC2)OCCO3)ccc1Sc1ccc(F)cc1,-3,2,1,11,-1,-3,5,3,7
CC(C)OCCCNC(=O)c1c(N)n(CC2CCCO2)c2nc3ccccc3nc12 (centres undefined),-21[20 µM],-7,-8,25,-22,0,/,4,14
Cc1cccc(N2C(=O)NC(=O)C3(Cc4cc(C)ccc4N(C)C3)C2=O)c1 (centres undefined),4,-4,-3,7,7,1,-5,2,11
O=c1[nH]c(=S)n(C2CC2)c(O)c1/C=N/N1CCOCC1,-5,9,-2,20,-37,-3,-12,1,-1
O=[N+]([O-])c1cccc(C2N3CCCN23)c1 (centres undefined),-9,1,1,9,0,-1,-5,1,2
CC(N)C(=O)c1ccco1 (centres undefined),-28,3,-1,1,2,-2,-16,2,6
O=C(Nc1ccc(C(F)(F)F)cc1)c1cccn(Cc2ccc3c(c2)OC(F)(F)O3)c1=O,-15[20 µM],3,9,14,-12,-2,-19,8,14
CCOP(=O)(OCC)C(NC(=O)NC)C(N)=O (centres undefined),-8,-6,-5,-2,-2,4,7,5,5
CCNc1ccc(P(=S)(N(C)C)N(C)C)cc1,-24[20 µM],2,0,-8,-1,-6,3,0,1
CNC(=O)Nc1ccc(C(=O)N/N=C\C23CC[C@@H](O)CC2(O)CC[C@@H]2[C@@H]3CCC3(C)C(C4=CC(=O)OC4)CCC23O)cc1 (some centres undefined),-28,4,-7,-2,-21,3,-9,-1,5
NC(=O)C1(N2CCCCC2)CCN(Cc2ccccc2)CC1,-11[20 µM],9,-3,3,-2,-6,-11,-1,8
CC(C)CC(=O)NC(Oc1ccc(Cl)cc1)C(Cl)(Cl)Cl (centres undefined),-12,-1,-8,14,-7,1,-12,8,8
CC(/C=C(\C)Nc1ccccc1)=Nc1ccccc1,-27,0,-7,20,-4,1,-17,3,2
CCC12C=CCN3CCC4(c5cc(Br)c(OC)cc5N(C)C4C(O)(C(=O)OC)C1OC(C)=O)C32 (centres undefined),-23[20 µM],4,-8,14,-5,0,-11,0,19
C=CCn1c(O)c(C(CC)=NCCN2CCN(C(=S)NC)CC2)c(=O)[nH]c1=O,-20,5,-11,3,-10,-3,-15,1,5
CCCCN1C(=O)/C(=C\c2ccco2)C(=O)N(CCc2ccccc2)C1=O,-23[20 µM],1,-15,18,14,0,-37,4,7
CN1CCN(CCOC2c3ccccc3CSc3ccc(Cl)cc32)CC1 (centres undefined),-31,0,-3,15,-1,-1,-14,10,4
O=CC(Cl)P(=O)(N1CCCCC1)N1CCCCC1 (centres undefined),-7[20 µM],4,-4,6,-2,2,-5,3,4
CCCCn1c(=O)c(C(=O)Nc2nnc(C(C)C)s2)c(O)c2ccccc21,-10,-3,-3,8,-15,2,-11,8,5
O=C(c1ccccc1F)c1cn(Cc2ccccc2)c2ccccc12,-23[20 µM],1,-8,-15,0,-2,0,9,6
Clc1ccc2c(c1)C(c1ccccc1Cl)=NCc1nncn1-2,-9[20 µM],6,1,-8,2,0,7,2,16
Clc1ccc(CSC(Cn2ccnc2)c2ccc(Cl)cc2Cl)cc1 (centres undefined),-10,-4,-4,12,17,-2,3,3,13&16
CC1CCN2c3nc4ccccn4c(=O)c3CC3(C(=O)N(C)C(=O)N(C)C3=O)C2C1 (centres undefined),-15[20 µM],3,1,5,-10,-2,-67,2,11
CN(C)/C=C/C(=O)C(Cl)(Cl)Cl,-10,1,2,7,-43,2,-11,8,2
CCC(=Nc1ccc(OC)cc1OC)c1c(O)[nH]c(=O)[nH]c1=O,-21,0,-6,-5,-11,3,-19,7,8
CC1(C)Cc2c(sc3c2C(=O)NC(c2cccnc2)N3)CO1 (centres undefined),-9,1,-4,32,-22,0,-19,3,2
O=C(c1ccc(Cl)cc1)C1CCCN(Cc2cccc3ncccc23)C1 (centres undefined),-19,-3,6,26,1,3,-9,5,5
CCOc1ccc(-n2c(O)c(C=Nc3ccc(NC(C)=O)cc3)c(=O)[nH]c2=O)cc1,8,5,-7,8,-39,-3,1,-1,5
CN1CCN(c2ccc([N+](=O)[O-])c(N3CCCCC3)c2)CC1,-15,6,-4,21,-11,1,7,8,11

# Single records, from the list above.
# `CCC12C=CCN3CCC4(c5cc(Br)c(OC)cc5N(C)C4C(O)(C(=O)OC)C1OC(C)=O)C32` (centres undefined) reads Furin inhibitor: -23[20 µM]; p97 ATPase inh: 4; RBBP9 inhibitor: -8; PPC-1+TRAIL kill: 14; Tb hexokinase: -5; Ba/F3 V617F tox: 0; NCF1 inh: -11; BaF3 tox: 0; EP2 antag: 19
# `C=CCn1c(O)c(C(CC)=NCCN2CCN(C(=S)NC)CC2)c(=O)[nH]c1=O` reads Furin inhibitor: -20; p97 ATPase inh: 5; RBBP9 inhibitor: -11; PPC-1+TRAIL kill: 3; Tb hexokinase: -10; Ba/F3 V617F tox: -3; NCF1 inh: -15; BaF3 tox: 1; EP2 antag: 5

# Later entries:
SMILES,Furin inhibitor,p97 ATPase inh,RBBP9 inhibitor,PPC-1+TRAIL kill,Tb hexokinase,Ba/F3 V617F tox,NCF1 inh,BaF3 tox,EP2 antag
CCOc1ccccc1C1SCC(=O)Nc2c1c(=O)[nH]n2C(CC)CC (centres undefined),-15,2,-3,0,5,-2,-7,3,9
C=CCN1CC[C@@]2(C)c3cc(O)ccc3CC1[C@@H]2C,-12,/,/,1,-5,/,5,/,13
O=c1[nH]c2ccccc2n1CCCN1CCC(n2c(=O)[nH]c3cc(Cl)ccc32)CC1,-14,7,3,3,-2,-2,-6,3,22&8&10
COc1ccc2[nH]cc(CCN=C(N)N)c2c1,-18,0,-5,/,3,17,-7,8,4
CC1=NN(Cc2c[nH]c3ccccc23)C(C)(C)C1,-20,6,0,6,0,-2,-2,0,4
Cc1cccc(C)c1OP(N)(=O)Oc1c(C)cccc1C,-22,0,-3,16,2,0,-12,-1,5
CC1CCCCN1Cc1ccc(Cl)nc1 (centres undefined),-23,2,-4,11,5,-1,-7,3,7
CCC(=O)N1N=C2C3CCN(CC3)C2C1c1ccccc1 (centres undefined),-33,0,-3,7,-1,1,-8,-2,6&2
CSc1ncc(/C=C2/C(=O)NC(=O)N(C)C2=O)cn1,-20[20 µM],-1,-3,4,-5,2,-5,5,/
CCC(=NCCOc1ccc(Cl)cc1)c1c(O)n(C)c(=O)n(C)c1=O,-21[20 µM],0,-6,11,-7,-2,-4,2,/
Cc1cc(NC(=O)COC(=O)c2c(C)nn(Cc3ccccc3)c2C)no1,-28[20 µM],2,1,-2,0,-2,-12,7,7
CCc1c(C)nc(N)nc1N1N=C1SC(C(C)=O)C(C)=O,-16,6,-1,15,0,-7,-1,2,8
O=C1NC(=O)N(Cc2cccs2)C(=O)/C1=C/c1ccc(N2CCOCC2)cc1,-2,0,-5,2,-39,1,-43,3,9
CSCc1nnc2n1-c1ccc(Cl)cc1C(c1ccccc1)=NC2,6,2,-1,23,33,-3,-6,-3,4
CCCn1nc2ccccc2c1P(=O)(N1CCOCC1)N1CCOCC1,-32,7,0,-7,3,-3,-1,3,7

# The list is partial; count on the stated rates, not on these rows.
